NRP1-CendR mod – NRP-1/CendR interaction modulation; O14786; FAM-RPARPAR peptide binding to NRP-1, fluorescence polarization; inhibition, % at 25 µM; actives 0.85% (n = 360,000);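 active means inhibition or corrected inhibition above about 18%, plus a signal ratio from 0.5 to 1.5, limit read from the data, passing the limit was not always enough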; further: strong numbers were not always called active
Target sequence (O14786 whole entry, looked up): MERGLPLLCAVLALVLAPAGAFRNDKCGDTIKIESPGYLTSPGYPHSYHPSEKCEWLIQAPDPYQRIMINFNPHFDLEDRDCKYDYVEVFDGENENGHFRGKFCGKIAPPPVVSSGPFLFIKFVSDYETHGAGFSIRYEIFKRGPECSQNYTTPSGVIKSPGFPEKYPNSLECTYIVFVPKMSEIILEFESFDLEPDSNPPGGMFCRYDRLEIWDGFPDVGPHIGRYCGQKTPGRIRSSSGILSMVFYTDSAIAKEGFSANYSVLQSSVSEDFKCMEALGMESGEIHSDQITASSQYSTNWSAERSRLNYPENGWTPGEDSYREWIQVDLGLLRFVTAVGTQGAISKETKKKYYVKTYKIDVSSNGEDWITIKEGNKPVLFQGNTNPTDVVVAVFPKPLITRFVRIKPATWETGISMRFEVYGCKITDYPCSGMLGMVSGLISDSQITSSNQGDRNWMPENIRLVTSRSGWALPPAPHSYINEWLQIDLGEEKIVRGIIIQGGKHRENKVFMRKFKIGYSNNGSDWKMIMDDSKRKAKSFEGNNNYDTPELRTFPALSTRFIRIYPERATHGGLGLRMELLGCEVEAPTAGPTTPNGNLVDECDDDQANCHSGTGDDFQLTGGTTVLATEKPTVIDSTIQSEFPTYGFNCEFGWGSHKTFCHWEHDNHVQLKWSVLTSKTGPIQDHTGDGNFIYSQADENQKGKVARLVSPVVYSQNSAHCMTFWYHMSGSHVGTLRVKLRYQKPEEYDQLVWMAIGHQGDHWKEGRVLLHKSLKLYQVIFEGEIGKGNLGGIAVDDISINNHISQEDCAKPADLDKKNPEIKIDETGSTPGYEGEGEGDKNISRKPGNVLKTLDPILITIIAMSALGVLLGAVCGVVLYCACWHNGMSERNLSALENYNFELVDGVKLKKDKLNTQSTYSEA
FAS-TE inh – blocks the thioesterase domain of human fatty acid synthase; recombinant FAS-TE, OMFH fluorogenic substrate, fluorescence endpoint; P49327; inhibition, % at 15 µM; AID 602261; actives 0.67% (n = 360,000);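 active means compounds whose normalised, plate-corrected inhibition of enzyme fluorescence in the single-dose primary screen is 50% or more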;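 further: 0% = DMSO with enzyme and 100% = substrate without enzyme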
E coli Lon inh – E. coli protease La inhibition. purified E. coli Lon protease, fluorescence polarization. actives 0.42% (n = 360,000). inhibition, % at 7.94 µM. P0A9M0; in the data active means inhibition above about 13%, passing the limit was not always enough;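 further: 0% = enzyme with probe and DMSO and 100% = no enzyme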
bovine MsrA act – activators of bovine methionine sulfoxide reductase A. purified bovine MsrA, absorbance read-out. activation, % at 10.6 µM. actives 0.3% (n = 360,000); in the data active means activation above about 7.5%;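 further: 0% = vehicle and 100% = reference activator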
Neddylation inh – cullin neddylation inhibition; P61081+Q13564; calls only at 25 µM; actives 0.58% (n = 360,000); TR-FRET cullin neddylation, biochemical; in the data active means inhibition above about 36%
Rin1 Abl inh – inhibitors of human Rin1-Abl protein interaction | P00519+Q13671 | TR-FRET Rin1/Abl binding, biochemical | inhibition, % at 7.35 µM | actives 0.4% (n = 360,000); in the data active means inhibition above about 5%, passing the limit was not always enough
SKN-1 block – blocks SKN-1 activity in C. elegans | C. elegans VP596 Pgst-4::GFP/RFP ratio, acrylamide-induced, 24 h | inhibition, % at 21.8 µM | actives 0.49% (n = 360,000);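 active means interference check ratio from 0.5 to 1.5 plus GFP to RFP signal ratio inhibition reaching or exceeding a fixed threshold, cut at about 30% in these data, passing the limit was not always enough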; further: some compounds called inactive have numbers as strong as hits
MsrA inhibitor – inhibits bovine methionine sulfoxide reductase A | purified bovine MsrA, absorbance read-out | inhibition, % at 15.5 µM | actives 0.75% (n = 360,000) | AID 651718; in the data active means inhibition above about 4.5%;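 further: 0% = vehicle wells with enzyme and 100% = reference inhibitor wells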
MT1-MMP act inh – inhibitors of human MT1-MMP activation | GFP/RFP ratio change, % at 20 µM | actives 0.061% (n = 360,000) | P50281 | HT1080 RFP-PRO-GFP cells, GFP/RFP ratio fluorescence, overnight; percent of plate control window, DMSO zero | AID 651647;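 active means GFP/RFP ratio change of at least 30% with cell ATP level not reduced by more than half and red fluorescence within 50% of control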; further: strong numbers were not always called active
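Assay system – RFP-PRO-GFP reporter HT1080 cells · Compound dosing – single dose of 20 µM compound, 1% DMSO final · Incubation – overnight compound exposure at 37 °C · Measure – GFP/RFP fluorescence ratio · Benchmarks – DMSO wells and RFP-L50D-GFP cells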
Active calls of the source: *; i = inactive; . = no result given. Not a hit list. About 4.2% of those tested had a hit in this group.

SMILES	NRP1-CendR mod	FAS-TE inh	E coli Lon inh	bovine MsrA act	Neddylation inh	Rin1 Abl inh	SKN-1 block	MsrA inhibitor	MT1-MMP act inh
O=C1C=C(c2ccccc2)CC(c2ccc(F)cc2)C1 (centres undefined)	0	13	4	-4	i	-3	20	0.9	7
CC(=O)N1N=C(c2cccs2)CC1c1ccc(C)o1 (centres undefined)	2	-12	1	-3	i	-5	-5	1.3	-1
COc1ccc(C2OC3=C(Nc4cc(C)c(C)cc4N3)C2=O)cc1 (centres undefined)	6	-2	7	-2	i	-2	9	0.1	1
CC(NC(=O)C1CC(=O)N(c2ccc3c(c2)OCCO3)C1)c1ccccc1 (centres undefined)	9	-2	-3	-6	i	-1	-11	-0.3	-2
COc1ccc(N(C(=O)c2snc(C(N)=O)c2N)C(CC(C)C)C(=O)NCC2CCCO2)cc1 (centres undefined)	-4	1	-6	-2	i	2	22	0.2	0
Cc1cc(SCn2nnc3ccccc3c2=O)nc2ccccc12	-1	22	6	-14	i	2	-7	1.2	0
CC(C)[C@H](NC(=O)N1CC(=O)Nc2ccccc21)C(=O)N1CCC[C@@H]1C(=O)O	-6	-5	-2	-6	i	0	-25	0.8	4
O=C(NCCC1=CCCCC1)C1CCC(=O)N(Cc2cccc(C(F)(F)F)c2)C1 (centres undefined)	11	8	3	-3	i	0	-13	0.6	5
COc1ccc(OCC(=O)Nc2ccc(N3CCN(C(=O)c4ccccc4C)CC3)cc2)cc1	-6	2	-11	-13	i	0	-4	0.7	5
COC(=O)CCNS(=O)(=O)c1ccc2ccccc2c1	2	1	0	-6	i	1	-2	0.8	1
CC(=O)NS(=O)(=O)c1ccc(NC(=O)CSc2ccccc2)cc1	-1	-11	-6	-5	i	-2	-8	-0.7	-3
O=C(Nc1ccc(Cl)c(S(=O)(=O)N2CCOCC2)c1)[C@@H]1CCCN1C(=O)c1cccs1	-2	-4	-8	-3	i	2	8	-0.8	2
Cc1cc(C)n(-c2cc(N3CCN(S(=O)(=O)c4ccc(Cl)cc4)CC3)ccc2[N+](=O)[O-])n1	0	46	3	-2	i	-2	2	2.0	-1
CC(=O)N1CCc2cc(S(=O)(=O)NCCC(=O)NCCc3ccc(Cl)cc3)ccc21	2	-2	1	-2	i	0	-4	-0.1	-1
CC1CCN(c2ccc3c(c2)S(=O)(=O)c2cccc(C(=O)NC4CCCCC4)c2C3=O)CC1	-60	-11	-47	1	i	-6	22	-0.3	-105
Cc1cc(C)n(CCOc2nonc2N)n1	6	-6	-8	-1	i	2	14	-1.2	-1
O=C(COc1ccc(C(=O)c2ccccc2)cc1)NC1CCCCCC1	1	18	-6	2	i	0	-2	0.0	-7
COC(=O)CCC/C=C1/SCC(NC(=O)c2ccccc2)C1NC(C)=O (centres undefined)	-8	-6	3	-4	i	4	5	0.6	1
NS(=O)(=O)c1cc(Cl)c(Cl)c(S(N)(=O)=O)c1	-7	-3	-4	-1	i	-1	2	-0.9	-3
COCCOc1ccc(C(F)(F)F)cc1Nc1nc2ccccc2o1	-8	28	2	1	i	0	-23	-0.2	2
CN1C(=O)[C@@H]2[C@@H]3C[C@@H]([C@H]4ON=C(c5ccc(Cl)cc5)[C@@H]34)[C@@H]2C1=O	-9	-10	-13	-3	i	2	4	-1.2	3
CCOP(=O)(c1ccccc1)C1(O)CCCCC1 (centres undefined)	16	2	4	-4	i	-1	5	-1.1	1
CC(C)OCCCNCc1cccs1	7	-7	7	2	i	3	19	-0.2	6
O=C(O)/C=C/c1cccc(NC(=O)Nc2ccc([N+](=O)[O-])cc2)c1	-10	0	-1	-4	i	-3	3	4.0	-5
O=C(O)Cc1c(-c2ccccc2Cl)c2cc(Br)ccc2[nH]c1=O	0	-16	6	-3	i	-9	3	2.8	12

Continued:
SMILES	NRP1-CendR mod	FAS-TE inh	E coli Lon inh	bovine MsrA act	Neddylation inh	Rin1 Abl inh	SKN-1 block	MsrA inhibitor	MT1-MMP act inh
CC1Cc2cc(/C(O)=C3/C(=O)C(=O)N(CCCn4ccnc4)C3c3cccnc3)ccc2O1 (centres undefined)	-7	-6	-1	-12	i	-6	-24	1.4	0
O=C(CCc1ccccc1)Nc1ccccc1C(=O)N1CCOCC1	-4	-9	-4	-7	i	1	-17	-0.7	-1
COc1ccc(CNC(=O)C(c2ccncc2)N(C(=O)Cc2cccs2)c2cccnc2)cc1 (centres undefined)	-9	-6	0	-1	i	-3	11	-0.3	-4
CC(=O)c1cccc(NC(=O)/C(=C\c2ccco2)NC(=O)c2cccs2)c1	-10	-7	-17	-17	i	4	-9	3.4	-7
CCOC(=O)c1[nH]ncc1CN1CCCC(C(=O)c2ccc(C(C)(C)C)cc2)C1 (centres undefined)	-2	6	-1	-2	i	1	-1	-1.1	3
CCCCN(CC)CCNC(=O)c1cc2c(=O)[nH]c3ccc(C)cc3c2s1	-12	-4	3	-2	.	-4	10	1.7	8
NC(=O)CCc1nc2cc(C(F)(F)F)ccc2n(Cc2ccccc2)c1=O	8	0	-3	-1	i	-4	11	2.0	1
CCOC(=O)c1c(C)[nH]c(C(=O)COC(=O)CNC(=O)c2ccc(Cl)cc2Cl)c1C	2	-6	3	1	i	-3	6	-1.0	4
CC(=O)N1CC(C)Sc2ccc(S(=O)(=O)NCc3ccc(Cl)cc3)cc21 (centres undefined)	6	8	-1	-2	i	-4	15	0.9	-4
CCOc1cc(NC(=S)NCc2ccco2)c(OCC)cc1NC(=O)c1ccco1	-13	1	0	-3	i	1	4	-0.5	0
CCc1ccc(NC(=O)C(C)OC(=O)CCN2C(=O)C3CC=CCC3C2=O)cc1 (centres undefined)	-4	1	-4	-2	i	3	12	1.1	-5
CC(=O)Nc1cccc(CP(=O)(c2ccccc2)c2ccccc2)c1	8	-5	0	-4	i	-1	1	1.3	1
C=CCn1c(-c2csc(-c3ccccc3)n2)n[nH]c1=S	2	-2	-8	0	i	-1	6	5.4*	6
O=C(COC(=O)c1ccc(Br)o1)NCc1ccccc1Cl	-8	-1	-4	-1	i	4	6	-0.4	-1
COc1ccc(S(=O)(=O)N(C)C)cc1NC(=O)c1ccc(OCC(=O)N2CCOCC2)c(OC)c1	3	-3	-6	-4	i	2	7	-0.1	1
CCOC(=O)C1CCN(CCC(=O)Nc2ccc(C)c(C)c2)CC1	13	-9	-7	-3	i	0	-1	-0.8	1
COCCCn1c(SCC(=O)n2c(C)c(C)c3ccccc32)nnc1-c1ccoc1C	7	10	-6	0	i	-1	31	0.5	6
COc1ccc(S(=O)(=O)N2CCC(C(=O)NC3CCCCC3C)CC2)cc1 (centres undefined)	2	-3	-10	1	i	-1	-11	-0.3	0
COc1ccccc1N1CCN(CCCNC(=O)Nc2ccccc2)CC1	-3	-5	-5	-6	i	-2	-7	-0.2	9
CN(Cc1ccccn1)Cc1nc(-c2ccc(Cl)cc2)no1	-22	-4	1	-2	i	-2	4	-0.3	-16
COc1ccc(CN(C)C(=O)c2ccc(NC(=O)CC3SC(N4CCCCC4)=NC3=O)cc2)c(OC)c1 (centres undefined)	-6	-3	-13	-7	i	3	-1	0.8	1
CN1CCN(/N=C/c2c3ccccc3c(Cl)c3ccccc23)CC1	4	6	2	-2	i	-3	5	-1.2	-21
Cc1ccc2nc(NC(=O)CCNS(=O)(=O)c3cccs3)sc2c1	-1	8	2	0	i	3	7	-0.4	-1
CC(C)C1CC(CCN2CCCCC2)(c2ccccc2)CCO1 (centres undefined)	18	-5	-4	-4	i	1	11	-0.6	-5
O=C(CCC1COc2ccccc2O1)Nc1cccnc1 (centres undefined)	9	-2	1	-1	i	-3	-9	-0.7	4

More structures follow:
SMILES	NRP1-CendR mod	FAS-TE inh	E coli Lon inh	bovine MsrA act	Neddylation inh	Rin1 Abl inh	SKN-1 block	MsrA inhibitor	MT1-MMP act inh
COCc1nnc(SCC(=O)Nc2cccc(Cl)c2C)n1-c1ccccc1	6	-7	-3	-1	i	1	-23	-0.7	4
COc1ccc(Cl)cc1C(=O)NNC(=O)C1CCCO1 (centres undefined)	0	-3	-6	-5	i	0	12	0.9	5
Cc1ccc(NC(=O)CN2C(=O)S/C(=C\c3cccn3C)C2=O)cc1	-8	-2	-8	-4	i	1	10	-1.2	3
COc1ccc(NC(=O)c2c(NC(=O)CNCc3ccco3)sc3c2CCC3)cc1	1	15	2	-2	i	-1	-24	0.7	-8
Cc1[nH]n(-c2ccccc2)c(=O)c1N=O	12	-4	-8	-6	i	-2	-3	1.5	0
CC1(C(=O)NS(=O)(=O)c2cccc(Cl)c2)CCN1C(=O)Cc1ccc(Cl)cc1Cl (centres undefined)	1	-7	10	-1	i	1	18	-0.5	-2
Cc1cccc(CN2CCN(C3CN(CCc4ccccc4)S(=O)(=O)C3)CC2)c1 (centres undefined)	6	-7	-8	-3	i	5	1	0.1	5
Cc1[nH]c2ccccc2c1C(=O)CN1CCSCC1	-6	-5	-13	-1	i	-2	0	0.0	5
CC(C)Oc1ccc(CNC(=O)CC(c2ccccc2)c2cc(Cl)ccc2O)cc1 (centres undefined)	-6	23	2	1	i	0	-3	1.5	-29
COc1ccc(S(=O)(=O)N2CCOC2CNC(=O)C(=O)NCC(C)C)cc1 (centres undefined)	1	-4	1	-2	i	-1	0	-0.2	1
CN(C)/C=N/c1cnc(C(=O)c2ccc(Cl)cc2)n1C	-6	-10	-1	-9	i	1	7	2.5	-9
NC(=O)C1(N2CCCCC2)CCN(CC(=O)Nc2ccc(Oc3ccccc3)cc2)CC1	-3	0	3	-7	i	3	0	-0.1	2
CS(=O)(=O)N(Cc1ccc(Cl)cc1)c1ccc(C(=O)Nc2cccnc2)cc1	-17	6	-7	-1	i	3	-10	-0.3	-22
CCOC(=O)c1c(NC(=O)c2cc(C)oc2C)sc(C(=O)Nc2ccc(Cl)cc2)c1C	4	15	7	-2	i	-2	15	1.7	-7
NCCCCCNC(=O)c1nc[nH]c1C(=O)NCC(=O)OCc1ccccc1	2	-12	2	0	i	0	7	0.3	7
O=C(N[C@@H](Cc1ccccc1)C(=O)O)c1c(F)c(F)c(F)c(F)c1F	-11	-8	6	-1	i	2	13	-0.3	2
Cc1ccc(C)n1-c1ccc(C(=O)/C=C/N(C)C)cc1	-26	-2	5	-12	i	-1	-1	0.8	-9
COc1ccc(C2CC(c3cccs3)=NN2C(=O)CCC(=O)O)cc1OC (centres undefined)	8	-8	-3	-9	i	-4	-7	1.1	2
COCCCN1C(=O)C(=O)/C(=C(/O)c2ccc(C)cc2)C1c1ccccc1 (centres undefined)	12	-4	12	0	i	-2	1	1.3	-5
COc1ccc2[nH]c3c(c2c1)CCN1C(=O)C(CC(=O)NCc2ccco2)C[C@H](C(=O)N2CCOCC2)[C@@]31CCC1CCCC1 (some centres undefined)	4	65*	0	-4	i	-3	-10	0.3	-8

Record cards, as listed above. Screens in order: NRP1-CendR mod	FAS-TE inh	E coli Lon inh	bovine MsrA act	Neddylation inh	Rin1 Abl inh	SKN-1 block	MsrA inhibitor	MT1-MMP act inh
`CC(NC(=O)C1CC(=O)N(c2ccc3c(c2)OCCO3)C1)c1ccccc1` (centres undefined) reads 9	-2	-3	-6	i	-1	-11	-0.3	-2
`CCCCN(CC)CCNC(=O)c1cc2c(=O)[nH]c3ccc(C)cc3c2s1` reads -12	-4	3	-2	.	-4	10	1.7	8

Just bovine MsrA act, for some of the entries so far:
canonical_smiles	bovine MsrA act
CN(C)/C=N/c1cnc(C(=O)c2ccc(Cl)cc2)n1C	-9
NC(=O)C1(N2CCCCC2)CCN(CC(=O)Nc2ccc(Oc3ccccc3)cc2)CC1	-7
CS(=O)(=O)N(Cc1ccc(Cl)cc1)c1ccc(C(=O)Nc2cccnc2)cc1	-1
CCOC(=O)c1c(NC(=O)c2cc(C)oc2C)sc(C(=O)Nc2ccc(Cl)cc2)c1C	-2
NCCCCCNC(=O)c1nc[nH]c1C(=O)NCC(=O)OCc1ccccc1	0
O=C(N[C@@H](Cc1ccccc1)C(=O)O)c1c(F)c(F)c(F)c(F)c1F	-1
